# High-throughput results deposited in PubChem BioAssay by several laboratories.
# HRas wt GTP = modulators of GTP binding to HRas wildtype, primary screen, biochemical, bead-based flow cytometry, multiplex. GST-Ras wt beads, Bodipy-FL-GTP binding; actives lie on both sides. AID 759, 2007. GTP binding activity, % at 10 µM. 0.14% of 190,000 active;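 active = GTP binding activity at least 20% away from the 100% baseline, either lowered as inhibitor or raised as activator; inconclusive = flagged as likely green fluorescent, judged across all proteins in the well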;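 note: 0% = unlabeled GTP competition control and 100% = no-compound control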
# Target sequence (P01112 whole entry, looked up): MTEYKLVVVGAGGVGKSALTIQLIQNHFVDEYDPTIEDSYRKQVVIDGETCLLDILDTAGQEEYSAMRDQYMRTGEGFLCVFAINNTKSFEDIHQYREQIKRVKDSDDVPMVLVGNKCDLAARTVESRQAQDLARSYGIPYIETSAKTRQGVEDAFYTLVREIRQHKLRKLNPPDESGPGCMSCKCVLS
# Cdc42 wt GTP = modulators of GTP binding to wildtype Cdc42, primary screen, biochemical, multiplex bead flow cytometry, Bodipy-GTP. Cell division control protein 42 homolog (Homo sapiens), P60953. GST-Cdc42 beads; actives lie on both sides. percent activity (GTP binding), % at 10 µM. 0.2% of 190,000 active. AID 761, 2007;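 active = percent activity GTP binding at least 20 points away from the 100% baseline, either down as inhibitor or up as activator; inconclusive = compound flagged as likely green fluorescent from well-wide comparison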;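 note: median bead fluorescence of bound Bodipy-FL-GTP at 100 nM; 0% = excess unlabeled GTP control and 100% = no compound control; below 100% means less GTP binding so inhibitor and above means activator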
# Target sequence (P60953 whole entry, looked up): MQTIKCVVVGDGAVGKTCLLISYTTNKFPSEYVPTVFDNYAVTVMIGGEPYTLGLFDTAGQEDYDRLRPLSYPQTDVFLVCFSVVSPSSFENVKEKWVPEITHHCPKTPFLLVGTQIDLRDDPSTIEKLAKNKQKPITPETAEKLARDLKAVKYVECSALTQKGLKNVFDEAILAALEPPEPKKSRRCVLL
# Rab7 wt modul = modulators of GTP binding to Rab7, primary screen, biochemical, wildtype, multiplex bead flow cytometry | GST-Rab7 beads, fluorescent GTP binding; actives lie on both sides; untreated = 100%, excess cold GTP = 0% | GTP binding activity (percent of control), % at 10 µM | 0.055% of 190,000 active | AID 758, 2007;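 active = fluorescent GTP binding to Rab7 beads changed by at least 20 points from the 100% baseline, either direction, mostly lower; inconclusive = compound itself probably fluorescent, or too few beads counted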;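 note: median green fluorescence of bound Bodipy-FL-GTP per Rab7 bead population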
# ABCG2 block = ABCG2 efflux pump inhibitors, primary screen, multiplex with ABCB1, IgMXP3 cells, flow cytometry; JC-1 efflux; inhibition, % at 6.6 µM; 0.1% of 190,000 active; AID 1325, 2008;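 active = inhibition above 80%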;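 note: 0% = DMSO and 100% = nicardipine control wells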
# Target sequence (Q9UNQ0 whole entry, looked up): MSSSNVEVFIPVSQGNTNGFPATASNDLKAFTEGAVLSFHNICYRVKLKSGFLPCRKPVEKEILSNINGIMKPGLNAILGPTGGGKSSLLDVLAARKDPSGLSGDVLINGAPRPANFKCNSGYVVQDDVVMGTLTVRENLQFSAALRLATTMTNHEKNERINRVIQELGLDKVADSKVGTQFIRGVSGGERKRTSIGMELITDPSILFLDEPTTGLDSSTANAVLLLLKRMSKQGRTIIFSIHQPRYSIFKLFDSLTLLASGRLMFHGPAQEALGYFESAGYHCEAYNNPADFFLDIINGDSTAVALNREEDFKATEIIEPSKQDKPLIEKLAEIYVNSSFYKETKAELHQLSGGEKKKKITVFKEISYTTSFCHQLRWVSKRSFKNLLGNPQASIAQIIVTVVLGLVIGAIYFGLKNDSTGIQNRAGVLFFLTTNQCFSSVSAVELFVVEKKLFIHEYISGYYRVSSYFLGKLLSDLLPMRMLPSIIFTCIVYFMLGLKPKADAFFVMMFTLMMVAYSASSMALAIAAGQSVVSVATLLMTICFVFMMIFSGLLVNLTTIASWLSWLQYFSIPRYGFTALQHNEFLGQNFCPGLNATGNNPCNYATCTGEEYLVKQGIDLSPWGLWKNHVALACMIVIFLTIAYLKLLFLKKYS
#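 Times: 10 min at 25 °C | Test system: Two drug-resistant human cell lines, ABCG2 and ABCB1 | Quantity: 3 million cells/mL final, two lines in 1:1 ratio | Signal: Flow cytometry, 530 nm JC-1 signal | Dosing: Compound at 6.6 µM | Controls: Nicardipine and DMSO wells | Reagent: JC-1 as fluorescent efflux pump substrate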
# Pf gamet viab = late stage P. falciparum gametocyte viability inhibitors, primary screen, ATP luminescence, HTS. P. falciparum stage V gametocytes, 24 h. 0.065% of 150,000 active. inhibition, % at 10.9 µM;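 active = inhibition above the mean plus 3 SD of compounds within the control limits, set per campaign, cut at about 38% in these data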;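 note: 0% = DMSO wells and 100% = medium only without gametocytes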
# Rac1 wt modul = wildtype Rac1 GTP binding modulators, primary screen, biochemical, GST-Rac1 beads, flow cytometry, multiplex; Ras-related C3 botulinum toxin substrate 1 (Homo sapiens), P63000; 0.27% of 190,000 active; fluorescent GTP binding; actives lie on both sides; 0 = cold GTP competed, 100 = untreated; GTP binding activity (% of control), % at 10 µM;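 active = GTP binding activity at least 20 points away from the 100% control level, either lower or higher; inconclusive = compound flagged as likely green fluorescent, judged across all proteins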
# Rac1 act GTP bind = GTP binding modulators of activated mutant Rac1, primary screen, biochemical, bead-based flow cytometry, multiplex, fluorescent GTP | Ras-related C3 botulinum toxin substrate 1 (Homo sapiens), P63000 | GST-Rac1 activated beads; actives lie on both sides; 100% means binding = to untreated wells | percent activity (GTP binding), % at 10 µM | 0.11% of 190,000 active | AID 764, 2007;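 active = GTP binding at least 20 percentage points away from the 100% baseline, in either direction, so actives lie on both sides; inconclusive = Compound likely fluorescent itself, or too few beads counted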
# GSH bead fluor = compound fluorescence on glutathione beads, profiling panel, artefact control, biophysical, 488/530 nm, flow cytometry; GSH beads flow cytometry, compound fluorescence 488/530 nm; hits give high values; fluorescence (KMESF) at 10 µM; 0.25% of 190,000 active; in the data active = fluorescence above about 89;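 note: glutathione beads carrying GST-tagged Bcl family fusion proteins plus one bare bead set; values are compound well signal with DMSO vehicle wells as background; inactives centre near 16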
# Rab2 wt GTP = modulators of GTP binding to Rab2A wildtype, primary screen, biochemical, dog, bead-based flow cytometry, multiplex; Ras-related protein Rab-2A (Canis lupus familiaris), P61105; GST-Rab2 wt beads, Bodipy-GTP binding; GTP binding activity, % at 10 µM; 0.19% of 190,000 active; AID 760, 2007;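 active = GTP binding activity at least 20 points away from 100%, either lowered or raised; inconclusive = signal likely due to the compound's own green fluorescence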;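 note: 0% = beads with excess unlabeled GTP and 100% = no-compound control corrected for plate trend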
# Avidin bead fluor = green autofluorescence of compounds with avidin beads – biophysical, 488/530 nm, flow cytometry, artefact control, profiling panel. compound fluorescence 488/530 nm; hits give high values. fluorescence (KMESF) at 10 µM. 0.38% of 220,000 active. AID 1775, 2009; in the data active = fluorescence above about 47; note: inactives centre near 10
# ABCB1 block = ABCB1 efflux pump inhibitors, primary screen, cell-based, multiplex, flow cytometry, ABCG2 counter-screen; AID 1326, 2008; CCRF-Adr cells, JC-1 efflux; 0.067% of 190,000 active; ATP-dependent translocase ABCB1 (Homo sapiens), P08183; inhibition, % at 6.6 µM; in the data active = inhibition above about 40%;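 note: 0% = vehicle and 100% = reference inhibitor; higher value means more JC-1 retained so stronger ABCB1 efflux block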
# The depositor's hits bear a star; ? = inconclusive; . = not tested or not shown.
# Second line of a record – HRas wt GTP, Cdc42 wt GTP, Rab7 wt modul, ABCG2 block, Pf gamet viab, Rac1 wt modul, Rac1 act GTP bind, GSH bead fluor, Rab2 wt GTP, Avidin bead fluor, ABCB1 block
CCCc1nc2ccccc2c(=O)n1-c1ccc(C(=O)OCC)cc1
    99, 99, 95, 2, -1, 101, 96, 18, 94, 8, 1.0
O=S(=O)(Nc1ccc(-c2nc3cccnc3s2)cc1)c1cccs1
    93, 95, 94, 1, ., 98, 97, 17, 95, 7, 0.1
CCCCNc1cc(=O)n(C)c(=O)[nH]1
    98, 100, 97, 0, ., 99, 97, 15, 99, 7, 0.2
CCOC(=O)C(NC(=O)c1ccc(OC)cc1)(Nc1cc(C)on1)C(F)(F)F (stereo not drawn)
    95, 95, 93, 2, -17, 96, 96, 26, 94, 3, 0.9
CCCCSc1nnc(NC(=O)CCc2ccccc2)s1
    98, 99, 102, 6, ., 97, 98, 22, 97, 15, 0.8
O=C(C(=O)N1CC=C(c2ccccc2)CC1)c1c[nH]c2ccccc12
    99, 101, 98, 2, ., 103, 98, 13, 98, 18, 0.0
CCOC(=O)C1C(=O)C=C(c2ccc(C)cc2)CC1c1cccc([N+](=O)[O-])c1 (stereo not drawn)
    100, 100, 98, 11, ., 104, 99, 12, 99, 13, 2.1
Cc1cccn2c(N)c(-c3ccccc3)nc12
    97, 100, 98, 6, -10, 103, 97, 17, 97, 18, 1.4
O=C(COc1cc(Cl)c(Cl)cc1Cl)NC(=O)Nc1ccc2c(c1)OCCO2
    100, 104, 98, 6, -21, 105, 97, 6, 98, 13, 0.8
O=c1c2ccccc2nc(-c2ccc(F)cc2)n1NCc1ccccc1O
    101, 94, 105, 7, -24, 96, 97, 6, 97, 25, 0.5
CC1CCCCC1NC(=O)COC(=O)c1ccc2ccccc2n1 (stereo not drawn)
    98, 97, 102, 12, 0, 97, 96, 8, 98, 11, 0.5
CC(=O)c1c(C)nc2ccccn12
    103, 102, 104, 0, 13, 104, 100, 49, 103, 6, -0.1
O=C(CNC(=O)c1ccc(Br)o1)NCc1ccc2c(c1)OCO2
    99, 101, 104, 0, 13, 103, 99, 37, 99, 15, 2.2
COc1ccccc1NC(=O)Nc1ccnn1C1CCCCC1
    103, 109, 106, 2, ., 106, 101, 266*, 104, 6, 0.3
O=C(NCCOc1ccccc1Cl)c1cc(F)c(F)cc1Cl
    98, 98, 98, -1, ., 94, 97, 26, 99, 10, -0.2

# The final 3 records of the part before lead into the next:
# Second line of a record – HRas wt GTP, Cdc42 wt GTP, Rab7 wt modul, ABCG2 block, Pf gamet viab, Rac1 wt modul, Rac1 act GTP bind, GSH bead fluor, Rab2 wt GTP, Avidin bead fluor, ABCB1 block
O=C(CNC(=O)c1ccc(Br)o1)NCc1ccc2c(c1)OCO2
    99, 101, 104, 0, 13, 103, 99, 37, 99, 15, 2.2
COc1ccccc1NC(=O)Nc1ccnn1C1CCCCC1
    103, 109, 106, 2, ., 106, 101, 266*, 104, 6, 0.3
O=C(NCCOc1ccccc1Cl)c1cc(F)c(F)cc1Cl
    98, 98, 98, -1, ., 94, 97, 26, 99, 10, -0.2
Cc1ccc2nc(-c3ccc(NC(=O)CCN4C(=O)c5ccccc5C4=O)cc3)sc2c1
    97, 104, 96, -1, 9, 102, 101, 13, 100, 13, -0.3
CCOC(=O)C1=C(c2ccccc2)NC(=S)NC1c1ccc(Cl)c([N+](=O)[O-])c1 (stereo not drawn)
    101, 98, 97, -2, ., 100, 102, 7, 100, 6, 1.1
O=C(NCc1cccnc1)C1CCC(CNS(=O)(=O)c2ccc(Cl)cc2)CC1 (stereo not drawn)
    101, 98, 102, 0, ., 103, 99, 11, 99, 8, 0.9
Cc1csc(NC(=O)c2cc(-c3ccncc3)nc3ccccc23)n1
    ?, ?, ?, 10, -7, ?, ?, 11, ?, 12, 5.0
COc1ccc(Br)cc1S(=O)(=O)N1CC(C)OC(C)C1 (stereo not drawn)
    102, 105, 94, 6, ., 103, 99, 67, 101, 6, 0.4
CCCn1c(=O)[nH]c(=O)c2c1nc(-c1ccc(OC(F)(F)C(F)C(F)(F)F)cc1)n2CCOC (stereo not drawn)
    101, 100, 100, 1, ., 102, 98, 62, 98, 4, 0.2
COc1ccc(/C=C/c2nc3cc(-c4ccccc4)ccc3o2)cc1O
    ?, ?, ?, 2, -18, ?, ?, 11, ?, 12, -0.9
Cc1ccc2cc(CN(CC3CCCO3)S(=O)(=O)c3c(C)ccc4nsnc34)c(=O)[nH]c2c1 (stereo not drawn)
    103, 100, 98, 4, -22, 108, 101, 26, 104, 39, 1.1
O=C1c2ccccc2C(=O)N1CCc1nc(-c2ccccn2)no1
    103, 102, 101, 0, ., 105, 99, 13, 103, 10, 0.2
Cc1ccc(C2/C(=C(\O)c3ccc4c(c3)OCCO4)C(=O)C(=O)N2CCCN(C)C)o1 (stereo not drawn)
    99, 102, 100, 2, ., 106, 100, 18, 101, 8, 0.2
O=C(O)CCCCCN=C1CCc2ccccc2N1
    100, 96, 103, 3, ., 94, 93, 9, 99, 8, 0.7
Cc1ccc(NC(=O)CC2SC(=NC3CCCCC3)NC2=O)cc1 (stereo not drawn)
    99, 102, 90, 11, ., 103, 99, 9, 97, 5, 1.1
CN(C)/C=C1\N=C(c2ccc3c(c2)OCO3)OC1=O
    99, 101, 97, 10, -23, 100, 100, 66, 99, 8, 0.6
O=c1[nH][nH]c(C(F)(F)F)c1C=Nc1ccc(Cl)cc1
    102, 102, 101, 1, ., 102, 99, 16, 103, 21, -0.1
C[C@H]1C=C(C(=O)N2CCN(Cc3ccc4c(c3)OCO4)CC2)O[C@@H](OCc2ccc(CO)cc2)C1
    99, 98, 106, 2, 18, 99, 96, 19, 99, 6, 1.7
O=C1NC(Nc2nc3ccccc3s2)(C(F)(F)F)C(=O)N1C1CCCCC1 (stereo not drawn)
    93, 90, 92, 4, -21, 94, 93, 40, 91, 8, 0.5
Cc1ccc(CNC(=O)c2ccc(Cn3nc(C)c(Cl)c3C)o2)cc1
    98, 97, 100, 5, ., 100, 99, 25, 99, 10, 0.8
C=CCn1c2ccccc2c2nnc(SCC(=O)NC(C(=O)OC)C(C)C)nc21 (stereo not drawn)
    96, 95, 99, 10, -18, 99, 94, 23, 94, 119*, 2.3
COC1CCCN(Cc2cn(C)nc2-c2ccc(Oc3ccccc3)cc2)C1 (stereo not drawn)
    97, 101, 95, -2, 18, 99, 97, 17, 97, 2, 0.2
COc1ccc2c(c1)CC/C(=C/c1cc(OC)c(OC)c(OC)c1)C2=O
    98, 94, 101, 4, -21, 98, 94, 12, 99, 8, 1.2
CC(=O)c1ccccc1OC(=O)CCN1C(=O)C2C3C=CC(C4CC34)C2C1=O (stereo not drawn)
    97, 98, 102, 6, 8, 97, 95, 13, 100, 4, 1.1
COc1ccccc1CNCc1cc(OC)c(OC)cc1OC
    100, 100, 100, 3, ., 100, 98, 27, 99, 11, 0.3
N=c1c2c3c(sc2ncn1N)CCCCC3
    101, 103, 99, 1, -1, 105, 100, 38, 101, 3, 0.1
C=CC[n+]1c(-c2ccccc2)csc1NC(C)(C)C
    98, 94, 103, 1, 5, 102, 97, 14, 96, 12, 0.9
CCOc1ccc(C2N(c3cc(C)on3)C(=O)C3CCCN32)cc1OC (stereo not drawn)
    99, 98, 98, 2, -5, 97, 97, 37, 97, 17, 0.5
CCNC(=O)N1C(=O)C2(OCCO2)c2ccccc21
    103, 107, 102, 2, ., 106, 101, 30, 102, 10, 0.7
COc1ccc(NC(=O)c2sc(SCc3ccccc3)nc2N)cc1
    99, 104, 98, 17, ., 102, 100, 31, 100, 13, -0.4
CC(C)CNC(=S)NC(=O)c1ccc([N+](=O)[O-])cc1
    99, 99, 102, 4, ., 96, 92, 41, 95, 24, 0.4
CC(=O)Nc1ccc(S(=O)(=O)N2CCN(C(=O)N3CCOCC3)CC2)cc1
    94, 94, 91, -1, 21, 91, 91, 31, 91, 11, 0.1
CCN(CC)CCNS(=O)(=O)c1ccc(Cl)cc1
    93, 95, 93, 1, -5, 90, 92, 29, 94, 10, 0.6

# Next part:
Compound	HRas wt GTP	Cdc42 wt GTP	Rab7 wt modul	ABCG2 block	Pf gamet viab	Rac1 wt modul	Rac1 act GTP bind	GSH bead fluor	Rab2 wt GTP	Avidin bead fluor	ABCB1 block
COc1ccc(Nc2nc3c(C)cccc3cc2C#N)cc1	99	98	101	0	14	94	97	11	100	6	0.0
CC(NC(=O)c1ccc(C(C)(C)C)cc1)C(=O)O (stereo not drawn)	97	97	100	-1	.	97	96	32	98	7	-0.5
Cc1ccc2[nH]c(=O)c(CN(C)C(=O)c3cccs3)cc2c1	102	97	105	0	.	101	94	10	100	9	-0.1
Cc1cccc(NC(=O)c2ccc(-n3cccn3)c([N+](=O)[O-])c2)c1	95	95	94	0	.	93	92	27	94	10	-0.2
O=C(NC(=S)Nc1ccccc1)c1ccc(Br)o1	97	96	101	24	-5	102	94	9	98	8	0.3
Cc1csc(NC(=O)c2cc(C)nc3ccccc23)n1	95	96	95	6	.	95	96	15	94	10	0.6
COc1ccc(NC(=O)c2ccco2)cc1NC(=O)c1cccs1	?	?	?	3	6	?	?	51	?	8	0.6
CCOC(=O)N1CCN(C(=O)COC(=O)c2cc(Cl)c(O)c(Cl)c2)CC1	95	95	95	2	-11	96	93	20	95	10	0.7
CCn1cc(C(=O)OCC(=O)N(C)Cc2ccccc2)c(=O)c2ccc(C)nc21	94	94	95	18	.	99	96	12	95	12	1.8
